Screening data deposited in PubChem by National Center for Advancing Translational Sciences (NCATS).
Shiga toxin inh: Shiga toxin inhibition; Vero cells, Shiga toxin protein synthesis inhibition reporter; inhibition, % at 38.7 µM; 290,000 compounds, 9.2% hits; AID 2315; in the data active = inhibition mostly above about 28%, no sharp cut-off; inactive = mostly below about 43%; note: 0% is about no effect
FBPA Giardia inh: blocks Giardia fructose-bisphosphate aldolase activity; A8B2U2; Potency, µM (top dose mostly 59.6 µM), for inactives: top-dose activity, negative = inhibition, hits mostly inhibitors; 290,000 compounds, 0.71% hits; purified Giardia FBPA; note: potency is the fitted concentration of half-maximal effect; % is set by controls: 0 for no effect and ±100 for the full control effect; nearly all actives have a fitted effect of over 55% in size
Target sequence (A8B2U2 whole entry, looked up): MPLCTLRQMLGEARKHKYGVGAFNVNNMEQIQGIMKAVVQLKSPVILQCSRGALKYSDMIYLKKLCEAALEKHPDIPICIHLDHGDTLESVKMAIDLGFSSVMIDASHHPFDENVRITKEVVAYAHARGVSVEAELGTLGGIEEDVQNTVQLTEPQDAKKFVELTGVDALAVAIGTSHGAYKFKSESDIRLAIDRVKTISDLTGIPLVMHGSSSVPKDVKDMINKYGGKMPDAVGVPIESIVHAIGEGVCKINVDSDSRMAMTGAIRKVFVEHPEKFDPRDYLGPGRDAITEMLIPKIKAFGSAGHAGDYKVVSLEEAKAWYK
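40 nM FBPA preincubated 10 min at RT with compound (up to 57.5 uM final), then substrate plus GAPDH/TPI/NAD/arsenate coupling and diaphorase/resazurin added. Fluorescence read after 20 min at RT, 525/598 nm.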
Sm TGR block: inhibitors of Schistosoma mansoni thioredoxin glutathione reductase. purified TGR, DTNB reduction, TNB absorbance 405 nm. 360,000 compounds, 3% hits. Potency, µM (top dose mostly 114 µM), inactives show at the top dose activity change, negative = inhibition, hits mostly inhibitors. Q962Y6; note: potency is the fitted concentration of half-maximal effect; % is set by controls: 0 for no effect and ±100 for the full control effect; nearly all actives have a fitted effect of over 60% in size
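TGR 20 nM + NADPH 100 uM (dispensed conc.), cpd preinc 15 min RT; start with NADPH (500 uM addition) then DTNB (15 mM addition). Kinetic TNB absorbance, 405 nm filter. Four-parameter Hill fit across titration.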
Pf growth 48h: P. falciparum growth inhibition at 48 hours (one generation); Potency, µM (titrated, usually from 28.7 µM), for inactives: at the highest dose activity change, negative = inhibition, most hits filed as inhibitors; P. falciparum luciferase growth in erythrocytes, 48 h; 310,000 compounds, 5.9% hits; note: potency is the fitted concentration of half-maximal effect; % is set by controls: 0 for no effect and ±100 for the full control effect
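Cell-based growth assay: transgenic P. falciparum expressing firefly luciferase, cultured in red cells within RPMI 1640 containing 0.5% w/v Albumax, 24 mM bicarbonate and gentamycin. A drop in luciferase activity indicates inhibition.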
Pf growth 96h: P. falciparum growth inhibition at 96 hours. P. falciparum luciferase reporter growth, 96 h. Potency, µM (titrated, usually from 28.7 µM), for inactives: top-dose activity change, negative = inhibition, usual class: inhibitors. 320,000 compounds, 6.9% hits. AID 504834; note: potency is the fitted concentration of half-maximal effect; % is set by controls: 0 for no effect and ±100 for the full control effect
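Compounds incubated with erythrocytes infected by luciferase-expressing P. falciparum (2% hematocrit, 0.05% parasitemia final) for 96 hours, 37 C in 5% CO2. Growth inhibition scored as decreased luciferase luminescence.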
CHX counter: counter-screen for Shiga toxin inhibitors: cycloheximide protein synthesis inhibition | cell reporter, cycloheximide protein synthesis inhibition counterscreen | max response, % | 300,000 compounds, 12% hits; in the data active = max response mostly above about 13%, no sharp cut-off; inactive = mostly below about 14%; note: read at 38.3 µM for the half of the compounds with a filed dose; 0% is about no effect
Active calls of the source: *; i = inactive; ? = inconclusive; / = no result given; & = joins results of further samples; [ ] = dose if it differs, or a comment. Unless noted, calls come from the whole dose curve; as a rule, active = well fitted curve in the direction sought with a large enough effect; inconclusive = small, poorly fitted or top-dose-only effect, or another doubt; inactive = no such curve, though single readings can be large; an effect the other way counts as inactive or inconclusive.

Order of values – Shiga toxin inh	FBPA Giardia inh	Sm TGR block	Pf growth 48h	Pf growth 96h	CHX counter
1	O=C(NC1CCCC1)C(c1cccnc1)N(C(=O)c1csnn1)c1ccc(F)cc1 (stereo not drawn)
    20	-5%	9%	?	?	3
2	COc1ccc(OC)c(NC(=O)COC(=O)CSc2ccc(Cl)cc2)c1
    -8	0%	-17%	11%	33%[activator]	-1
3	O=C(NCCC1=CCCCC1)C(=O)NCC1OCCCN1S(=O)(=O)c1ccccc1 (stereo not drawn)
    11	1%	0%	1%	26%	4
4	CCCCNc1nc2ccccc2[nH]1
    34	1%	-4%	?	/	22*
5	COc1ccc2cc(CCNC(=O)C(C)C)c(=O)[nH]c2c1
    12	-3%	-2%	14%	2%	1
6	CN(C)c1ccc(C(=O)OCC(=O)NC2CCCCCC2)cc1
    -11	10%	-9%	4%	10%	0
7	CCCC[C@H]1COCCS(=O)(=O)N1Cc1ccccc1F
    7	-6%	-1%	1%	4%	4
8	CCN1CCN(CC(O)COc2ccc(C(C)=O)cc2)CC1 (stereo not drawn)
    -2	-4%	-18%	/	?	-2
9	Cc1c(NC(=O)C(C)OC(=O)c2cc(Cl)nc(Cl)c2)c(=O)n(-c2ccccc2)n1C (stereo not drawn)
    -14	-1%	3%	6%	-6%	-1
10	COc1cc(/C=C/C(=O)NNC(=O)c2cccc(S(=O)(=O)N(C)C)c2)cc(OC)c1OC
    /	/	3%	?	-11%	/
11	CCc1nn(CC(=O)NCCN2CCN(C)CC2)c(=O)c2cc3occc3n12
    -18	-3%	0%	-6%	?	-5
12	Cc1ccc(Cn2c(CN(C)Cc3ccccc3)nc3c2c(=O)n(C)c(=O)n3C)cc1
    -14	1%	0%	?	/	2
13	CC(=O)c1sc(NC(=O)CN2C(=O)NC3(CCCC3)C2=O)nc1-c1ccccc1
    /	/	-1%	-7%	43%[activator]	/
14	COc1ccc(Cl)cc1NC(=O)/C=C/C(=O)O
    -5	7%	73%[activator]	-1%	?	2
15	COC(=O)CS(=O)(=O)c1ccc(C)cc1
    -5	0%	/	11%	43%[activator]	8
16	O=C(Cc1cccs1)NCc1cccnc1
    -7	-1%	2%	31%	29%	-4
17	Cc1ccc(CNS(=O)(=O)c2c(C)[nH]c(C)c2C(=O)N2CCCC2)cc1
    -16	7%	8%	19%	-8%	6
18	COc1ccc(C(c2c(O)nc(SC)n(C)c2=O)c2c(O)nc(SC)n(C)c2=O)cc1O
    -6	-11%	13µM*	-14%	23%	5
19	CN(Cc1ccccc1F)c1ncnc2sccc12
    61	11%	5%	-2%	8%	-5
20	O=c1cc(O)c(-c2ccccc2)c(Cl)[nH]1
    -13	-2%	-1%	-10%	/	-3

Compounds from the list above that have fluorine (three):
Order of values – Shiga toxin inh	FBPA Giardia inh	Sm TGR block	Pf growth 48h	Pf growth 96h	CHX counter
1	O=C(NC1CCCC1)C(c1cccnc1)N(C(=O)c1csnn1)c1ccc(F)cc1 (stereo not drawn)
    20	-5%	9%	?	?	3
7	CCCC[C@H]1COCCS(=O)(=O)N1Cc1ccccc1F
    7	-6%	-1%	1%	4%	4
19	CN(Cc1ccccc1F)c1ncnc2sccc12
    61	11%	5%	-2%	8%	-5

(further entries)
Order of values – Shiga toxin inh	FBPA Giardia inh	Sm TGR block	Pf growth 48h	Pf growth 96h	CHX counter
21	COC(=O)c1ccc(NC(=O)Nc2ccccc2C)cc1
    73*	-7%	-1%	197%[activator]	?	23*
22	C=CCn1c(SCC(=O)NCCc2ccccc2)nnc1C1CC1
    /	/	5%	12%	1%	/
23	CC(NC(=O)C1CC1)c1ccc(-c2ccccc2)cc1 (stereo not drawn)
    8	5%	8%	7%	0%	8
24	c1ccc(N=P(N2CCOCC2)(N2CCOCC2)N2CCOCC2)cc1
    -7	2%	0%	9%	11%	-2
25	N#Cc1ccccc1Cn1cc(C(=O)C2CC2)c2ccccc21
    -19	1%	3%	?	?	-3
26	CCN(CC)c1ccc(/C=c2\sc3nc4ccccc4n3c2=O)c(O)c1
    38*	-1%	-14%	8.3µM*	10µM*	19
27	Cc1ccc(S(=O)(=O)NC(C(=O)N2CCOCCOCCOCC2)c2ccccc2)cc1 (stereo not drawn)
    -2	0%	4%	2%	-13%	-4
28	CCOc1ccccc1NC(=O)CCS(=O)(=O)c1cccc2nsnc12
    -10	-6%	-19%&-1%	1%	?	-6
29	O=C(CNC(=O)c1cccc(Br)c1)N/N=C/c1ccc[nH]1
    12	-22%	-2%	448%[activator]	41%[1.15 µM]	5
30	Cc1ccc(CNC(=O)Cn2c(=O)c3sccc3n(Cc3ccc([N+](=O)[O-])cc3)c2=O)cc1
    14	1%	5%	2%	26%	9
31	COc1ccc(CNc2nc(NCc3ccc(OC)cc3)n(S(C)(=O)=O)n2)cc1
    -7	4%	-11%	4%	?	-2
32	O=C(COC(=O)/C=C/C(=O)N1CCN(c2ccccc2)CC1)NCc1ccc(F)cc1
    12	0%	-11%	0%	?	0
33	O=C(NC(=S)Nc1ccccc1N1CCCC1)c1cccs1
    55*	-27%	8%	?	?	51*
34	COc1ccc(-n2c(=S)[nH]c3cc(C(=O)Nc4ccccc4OC)ccc3c2=O)cc1
    -17	3%	5%	13%	/	1
35	COC(=O)c1cn(NC(=O)c2ccc(F)cc2)c(=O)c2ccccc12
    -9	0%	0%	-5%	?	-1
36	Cc1cc2nnc(SC(C)C#N)n2c2ccccc12 (stereo not drawn)
    7	-5%	-22%	-23%	69%[activator]	-1
37	COc1cc(/C=N/NC(=O)C(N)=O)ccc1OCC(=O)N1C(C)CCCC1C (stereo not drawn)
    -1	1%	-2%	-37%	4%	-5
38	O=C(c1ccccn1)N1N=C2/C(=C/c3ccc(F)cc3)CCCC2C1c1ccc(F)cc1 (stereo not drawn)
    -12	1%	-4%	?	-73%	-5
39	N#Cc1ccccc1NC(=O)CSc1ccc([N+](=O)[O-])cn1
    -1	3%	-13%	7%	i	7
40	CC(C)C(c1nnnn1C(C)(C)C)N1CCC(Cc2ccccc2)CC1 (stereo not drawn)
    -9	2%	0%	9.3µM*	51%[activator]	-5
41	COc1ccc(-c2nc(CSCC(=O)NCc3ccc4c(c3)OCO4)c(C)o2)cc1OC
    24	-10%	?	-29%	?	14
42	CS(=O)(=O)N1CCN(Cc2ccc(C(F)(F)F)cc2)CC1
    -5	?	-24%	/	9.3µM*	3
43	O=[N+]([O-])[N-][n+]1cnn(Cc2ccccc2)c1
    -4	3%	7%	-8%	0%	-6
44	CC(Oc1ccc2ccccc2c1)C(=O)N/N=C/c1cccnc1 (stereo not drawn)
    -6	/	-7%	4%	0%	1
45	Cc1ccccc1-c1nsc(SCC(=O)Nc2ccc3c(c2)OCO3)n1
    35	2%	0%	?	0%	33*
46	COc1cc(C(=O)OCc2cccc(OC)c2OC)ccc1OCC(=O)N1CCOCC1
    /	/	0%	?	?	/
47	Cc1ccc2c(c1)N(CCC(=O)NCc1cccs1)C(=O)C(C)O2 (stereo not drawn)
    -19	1%	5%	-8%	?	-5
48	CN(C)C(=O)N1CCC(C(=O)NC2CCCCCCC2)CC1
    -6	1%	-20%	11%	?	-2
49	COc1cc(C(=O)NC(=S)Nc2ccc3[nH]c(=O)[nH]c3c2)cc(OC)c1OC
    -3	-16%	1%	31%[activator]	90%[activator]	-4
50	O=C(O)CCCC(=O)Nc1ccc(Br)cc1
    -14	6%	-2%	/	-19%	-4
51	COc1ccc(C2NC(c3ccc(OC)c(OC)c3OC)C(C)C(=O)C2C)c(OC)c1OC (stereo not drawn)
    10	-19%	-2%	?	-7%	-3
52	Cc1cccc(-c2nnc(SCC(=O)NC3CC3)n2C)c1
    -1	/	-22%	?	-11%	-1
53	CCN(CC)Cc1c(NC(=O)c2ccccc2)sc(C)c1C
    32	-3%	8.9µM*	30%	42%	8
54	CC(=O)Nc1ccc(N(C(=O)Cn2nnc3ccccc32)C(C(=O)NC2CCCC2)c2ccc(O)c(O)c2)cc1 (stereo not drawn)
    -5	-16%	1%	-19%	0%	-1
55	CCOc1ccc2nc(NC(=O)NC3CCCCC3)sc2c1
    -10	-5%	2%	?	16%	1
56	O=C(Cc1ccc(F)cc1)Nc1ccc(Cl)cn1
    81	12%	-15%	67%[activator]	54%[activator]	26*
57	CCOC(=O)N1CCN(S(=O)(=O)c2ccc3c(c2)oc(=O)n3C)CC1
    -13	-2%	25%	18%	-6%	-2
58	COc1cccc(-c2cc(C(=O)Nc3c(C)nn(Cc4ccccc4C)c3C)no2)c1
    -15	-6%	-26%	5.2µM*	25%	2
59	CCOc1ccccc1NC(=O)C(C)N1C(=O)c2ccccc2S1(=O)=O (stereo not drawn)
    /	/	-19%	2%	8%	/
60	CSc1nc(Cc2ccc(Cl)cc2)nc2ccccc12
    19	6%	6%	41%[activator]	-3%	-5
61	CCOC(=O)c1ccc(CSc2nnc(C)n2N)o1
    -12	-1%	-9%	15%	/	-3
62	COCCN1C(=O)N(c2cccc(OC)c2)C(=O)C1CC(=O)Nc1cccc(F)c1 (stereo not drawn)
    -3	?	6%	-1%	4.1µM*	-1
63	C=CCn1c(SCC(=O)O)nc2sc(CC)cc2c1=O
    18	9%	11%	38%[activator]	?	2
64	O=C(O)c1ccc(N=Nc2c(O)[nH]c3ccc(Br)cc23)cc1
    111*	-17%	3%	?	5.2µM*	56*
65	Cc1cccc(N2C(=O)NC(=O)/C(=C\c3ccc(N4CCOCC4)cc3)C2=O)c1
    13	-4%	?	19%	-10%	8
66	COc1ccc(Oc2nc(SC)nc3ccccc23)cc1
    -11	-2%	7%	-1%	37%[activator]	5
67	FC(F)Oc1ccccc1NC(=S)Nc1cccc(Cl)c1Cl
    -2	-18%	?	9%	-20%	9
68	COC(=O)c1ccc(CNC(=O)COC(=O)C23CC4CC(CC(C4)C2)C3)cc1
    -11	-2%	-17%	-1%	28%	0
69	Cc1cccc(C)c1Nc1nnc(SC/C(O)=C(\C#N)c2nc3ccccc3[nH]2)s1
    9	0%	5%	?	?	-2
70	O=C(Nn1c(-c2ccc(Cl)cc2)nc2ccccc2c1=O)c1cccnc1Cl
    -6	-4%	-7%	-9%	?	-2
71	Cc1ccccc1CSCc1nc2ccccc2[nH]1
    39*	-9%	-7%	?	-26%	32*
72	CCOc1ccc(S(=O)(=O)N2CCCCC2)cc1NC(=O)C1=COCCO1
    /	/	-7%	?	-21%	/
73	Cc1c(O)nc(SCC(=O)Nc2cccc(C(F)(F)F)c2)n(-c2ccccc2)c1=O
    -9	/	3%	-8%	?	7
74	CCOC(=O)C1CCCN(C2CC(=O)N(c3ccc(C)c(C)c3)C2=O)C1 (stereo not drawn)
    -5	0%	45µM*	12%	/	0
75	O=C(OCC(=O)c1ccc(S(=O)(=O)N2CCCC2)cc1)C1=COCCO1
    2	6%	-7%	-20%	?	-6
76	O=C(CNS(=O)(=O)c1ccc(Cl)cc1)N/N=C/c1ccco1
    20	-8%	-18%	13%	283%[activator]	-3
77	CCOC(=O)C1(Cc2ccccc2)CCN(Cc2cc(=O)c3ccccc3[nH]2)CC1
    17	-1%	-21%[57.1 µM]	?	?	-2
